High-throughput results (PubChem)
LYPLA2 counter = counter-screen for PME1 inhibitors: inhibitors of human LYPLA2; O95372; recombinant LYPLA2, FP-Rh probe fluorescence polarization; inhibition, % at 5.9 µM; hit rate 0.38% among 320,000; AID 2177;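 active = inhibition above the screen-wide mean plus 3 SD, limit set per campaign, cut at about 26% in these data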;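 note: 0% = LYPLA2 with DMSO and 100% = wells lacking LYPLA2 enzyme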
PAFAH2 FP inh = PAFAH2 (human) inhibition; Q99487; recombinant PAFAH2, FP-rhodamine activity probe, fluorescence polarization; inhibition, % at 3.39 µM; hit rate 0.99% among 340,000; AID 492956;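 active = inhibition above the mean over all tested compounds plus 3 SD, cut at about 30% in these data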;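 note: inhibitors block probe labeling of enzyme so polarization drops; 0% = enzyme with DMSO and 100% = wells lacking PAFAH2 protein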
EBNA-1 inh = blocks EBNA-1 binding to DNA | EBNA-1 DNA binding, fluorescence polarization | inhibition, % at 14.8 µM | hit rate 0.34% among 300,000 | AID 1950; in the data active = inhibition above about 28%
PAFAH1B2 FP inh = inhibitors of human PAFAH1B2 | hit rate 1.2% among 340,000 | P68402 | inhibition, % at 3.39 µM | recombinant PAFAH1B2, FP-rhodamine activity probe, fluorescence polarization;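 active = inhibition above the mean of all tested compounds plus 3 SD, cut at about 24% in these data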;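 note: 0% = enzyme with DMSO and 100% = wells lacking PAFAH1B2; many of its hits are not listed in these tables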
PREPL inh = human PREPL enzyme inhibition. recombinant PREPL, fluorescence polarization activity-based probe. AID 2751. hit rate 0.68% among 320,000. Q4J6C6. inhibition, % at 5.96 µM; in the data active = inhibition above about 43%;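 note: 0% = enzyme with DMSO and 100% = wells lacking enzyme; many of its hits are not listed in these tables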
Target sequence (Q4J6C6 whole entry, looked up): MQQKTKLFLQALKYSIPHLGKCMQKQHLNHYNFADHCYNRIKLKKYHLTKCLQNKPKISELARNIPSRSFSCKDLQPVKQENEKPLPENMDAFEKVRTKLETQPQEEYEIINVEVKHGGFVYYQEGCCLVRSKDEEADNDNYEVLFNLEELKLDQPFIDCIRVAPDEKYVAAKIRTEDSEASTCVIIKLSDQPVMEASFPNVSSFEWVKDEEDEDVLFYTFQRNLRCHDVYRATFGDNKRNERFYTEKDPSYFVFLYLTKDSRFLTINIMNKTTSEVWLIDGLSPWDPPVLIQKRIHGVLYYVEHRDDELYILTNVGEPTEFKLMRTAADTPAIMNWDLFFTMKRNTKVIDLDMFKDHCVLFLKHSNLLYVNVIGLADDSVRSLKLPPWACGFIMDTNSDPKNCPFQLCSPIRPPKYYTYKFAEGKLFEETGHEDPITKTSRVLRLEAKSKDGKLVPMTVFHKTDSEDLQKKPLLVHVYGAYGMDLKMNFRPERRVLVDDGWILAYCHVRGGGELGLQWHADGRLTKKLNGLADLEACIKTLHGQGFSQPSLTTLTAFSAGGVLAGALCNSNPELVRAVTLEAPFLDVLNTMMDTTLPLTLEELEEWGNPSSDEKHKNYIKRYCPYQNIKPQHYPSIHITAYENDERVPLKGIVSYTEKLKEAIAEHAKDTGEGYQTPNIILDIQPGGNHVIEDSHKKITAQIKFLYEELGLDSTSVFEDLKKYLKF
ZTA DNA inh = counter-screen for EBNA-1 inhibitors: inhibitors of Epstein-Barr virus ZTA. ZTA-DNA binding, fluorescence polarization. AID 2234. hit rate 0.15% among 320,000. inhibition, % at 11 µM; in the data active = inhibition above about 33%
PAFAH1B3 inh = blocks human PAF acetylhydrolase 1B catalytic subunit 3. Q15102. recombinant PAFAH1B3, FP-rhodamine probe, fluorescence polarization. inhibition, % at 3.39 µM. hit rate 0.28% among 340,000. AID 492972;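 active = inhibition above the screen-wide average of all tested compounds plus 3 SD, cut at about 25% in these data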;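 note: 0% = enzyme with DMSO only and 100% = wells lacking PAFAH1B3 protein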
Target sequence (Q15102 whole entry, looked up): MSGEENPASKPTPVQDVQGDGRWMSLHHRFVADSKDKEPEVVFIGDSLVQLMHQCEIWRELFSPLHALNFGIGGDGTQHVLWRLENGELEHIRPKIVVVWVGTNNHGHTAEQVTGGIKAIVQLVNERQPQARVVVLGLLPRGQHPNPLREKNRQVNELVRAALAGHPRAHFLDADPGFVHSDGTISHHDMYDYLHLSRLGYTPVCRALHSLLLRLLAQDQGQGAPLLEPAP
pPAFAH inh = inhibitors of human plasma PAF acetylhydrolase (pPAFAH); inhibition, % at 3.39 µM; hit rate 1.5% among 330,000; AID 463082; recombinant pPAFAH, FP-rhodamine probe fluorescence polarization;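 active = inhibition above the mean inhibition across the screen plus 3 SD, cut at about 25% in these data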;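 note: inhibitors block binding of the rhodamine activity-based probe so polarization drops; 0% = enzyme with DMSO and 100% = wells lacking pPAFAH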
LYPLA1 inh = counter-screen for PME1 inhibitors: inhibitors of human LYPLA1; O75608; recombinant LYPLA1, FP-Rh probe fluorescence polarization; inhibition, % at 5.9 µM; hit rate 0.16% among 320,000;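 active = inhibition above the mean of all tested compounds plus 3 SD, set per campaign, cut at about 14% in these data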;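 note: inhibitors block serine hydrolase probe labeling of LYPLA1 so polarization falls; 0% = enzyme with DMSO and 100% = wells lacking LYPLA1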
Active calls of the source: *; x = no result given. Not all compounds are listed; count on the stated rates, not on these rows.

entry	SMILES	LYPLA2 counter	PAFAH2 FP inh	EBNA-1 inh	PAFAH1B2 FP inh	PREPL inh
1	O=C(COc1ccccc1Cl)Nc1ccc2c(c1)C(=O)NC2=O	2	-6	-8	0	15
2	CNS(=O)(=O)c1cc(Br)ccc1S(=O)c1ccccc1C(=O)O (configuration not stated)	-11	3	-3	4	-3
3	Cc1cccc(C)c1NC(=O)C(c1ccc([N+](=O)[O-])cc1)N(C)C(=O)c1ccccn1 (configuration not stated)	6	7	4	-1	9
4	Cc1ccc(NC(=O)c2cccc(N3C(=O)C4C5CCC(C5)C4C3=O)c2)c(C)c1 (configuration not stated)	0	2	4	1	7
5	CCCNC(C)(C)COC(=O)c1ccccc1	7	-3	3	-8	15
6	Cc1ccc2nc(C3CCCCC3)[nH]c2c1	2	3	2	0	-6
7	CCCCC(CC)C(=O)Nc1ccc(S(=O)(=O)N2CCCC2)cc1 (configuration not stated)	3	-2	9	2	6
8	COc1ccc(Nc2c3c(nc4ccc(C)cc24)CCC3)cc1	6	5	9	2	28
9	COc1ccc(CCN(Cc2ccccn2)C(=S)Nc2ccccc2F)cc1OC	2	0	-7	0	4
10	c1ccc(CNC2=NCCCCC2)cc1	-1	3	15	-4	18
11	O=C(O)c1ccc(S(=O)(=O)c2ccc3c(c2)C(=O)N(NC(=O)c2ccccc2)C3=O)cc1	0	-8	13	0	5
12	Cc1ccnc(SCc2cc(=O)c(OC(=O)c3ccco3)co2)n1	3	-2	8	4	40

entry	ZTA DNA inh	PAFAH1B3 inh	pPAFAH inh	LYPLA1 inh
1	-7	-1	2	-1
2	13	-8	-6	-4
3	-2	6	-2	1
4	8	-5	4	7
5	-15	13	-1	3
6	3	6	3	1
7	14	6	5	-5
8	13	3	14	0
9	-18	2	2	0
10	-11	-7	-4	2
11	25	16	0	0
12	7	-2	3	-3

Further compounds.
entry	SMILES	LYPLA2 counter	PAFAH2 FP inh	EBNA-1 inh	PAFAH1B2 FP inh	PREPL inh
13	COc1ccccc1NS(=O)(=O)c1ccc(C(=O)N2CCCC(C(F)(F)F)C2)cc1 (configuration not stated)	-5	-2	x	-3	10
14	CC1(C(=O)NNC(=S)NCC2CCCO2)CC1(Cl)Cl (configuration not stated)	9	4	9	5	13
15	Cc1cc(S(=O)(=O)NCc2ccc(S(N)(=O)=O)cc2)c(C)s1	4	3	8	2	-11
16	COc1ccc(S(=O)(=O)NC(C)C)cc1C(=O)NC1CCCCC1	2	-1	-5	-2	5
17	C=CCNc1ncnc2c1[nH]c1ccc(Cl)cc12	2	4	2	6	21
18	CC(C)c1ccc(NC(=O)COc2nncc3ccccc23)cc1	3	-6	1	-7	10
19	COc1ccc(CCN2C(=O)NC(NS(=O)(=O)c3ccc(NC(C)=O)cc3)(C(F)(F)F)C2=O)cc1OC (configuration not stated)	5	-3	-18	-3	-9
20	CCOC(=O)c1sc(-c2ccccc2)cc1NC(=O)Nc1ccccc1	-63	-67	7	-33	-15
21	CCNC(=O)CCSc1nc2cc(Cl)ccc2o1	3	0	-7	0	-3
22	COc1ccccc1Oc1nc2ccccn2c(=O)c1/C=C(\C#N)C(=O)Nc1c(C)n(C)n(-c2ccccc2)c1=O	5	-1	5	7	11
23	C/C(=N\NS(=O)(=O)c1ccc(C(C)(C)C)cc1)c1ccccc1	-5	-1	7	2	-63
24	COc1cccc(CN2CCN(c3nc4nonc4nc3N3CCCCC3)CC2=O)c1	0	2	-1	1	5

entry	ZTA DNA inh	PAFAH1B3 inh	pPAFAH inh	LYPLA1 inh
13	2	9	-3	-4
14	-21	7	3	-5
15	10	3	4	1
16	-3	-8	1	-1
17	-5	-2	7	0
18	-2	-3	-12	-1
19	-13	1	1	3
20	7	-64	-21	-42
21	8	7	3	-1
22	-9	13	-2	3
23	6	3	4	-5
24	0	1	5	4

Next part
entry	SMILES	LYPLA2 counter	PAFAH2 FP inh	EBNA-1 inh	PAFAH1B2 FP inh	PREPL inh
25	Cc1ccc(NC(=O)c2ccc(=O)[nH]n2)cc1S(=O)(=O)Nc1ccc(SC(F)F)cc1	x	5	x	-1	-3
26	CCOC(=O)c1cc(C#N)c(N2CCN(C(=O)c3ccccc3)CC2)nc1C(F)(F)F	2	-8	0	7	6
27	CCCCCOc1ccc(/C=C/c2c([N+](=O)[O-])c(=O)n(C)c(=O)n2C)cc1	69*	7	-2	-7	11
28	Cc1cc(NC(=O)CSc2nc3ccccc3c(=O)n2-c2ccccc2)no1	0	7	-4	5	1
29	CN(CCOc1ccc(Cl)cc1)CC(O)c1ccccc1 (configuration not stated)	-3	2	-5	7	13
30	O=C(Nc1nc2ccccc2[nH]1)c1ccc(Cl)c(S(=O)(=O)N2CCCC2)c1	-5	6	-5	2	6
31	Cc1sc2nc(-c3cccs3)oc(=O)c2c1C	2	63*	-14	-3	25
32	COc1ccc(/C=N/Nc2cc(C)nc3ccc(Br)cc23)cc1	-20	-3	-23	8	56*
33	CC(C)c1nc(N2CCOCC2)c(C#N)c2c1CCC2	9	1	-10	3	7
34	COc1ccc(C2(c3ccc(OC)cc3)NC(=O)N(CC(=O)N(C)C)C2=O)cc1	1	8	-15	2	-10
35	O=C(Nc1ccc(S(=O)(=O)N2CCCCC2)cc1)c1ccc(Cl)nc1	x	10	x	4	13
36	O=c1[nH]c2sc3c(c2c(=O)n1Cc1ccccc1)CCC3	2	9	4	1	3

entry	ZTA DNA inh	PAFAH1B3 inh	pPAFAH inh	LYPLA1 inh
25	x	7	-23	x
26	-7	9	-1	1
27	-1	12	11	1
28	-3	0	-4	0
29	4	7	2	0
30	-14	12	2	-11
31	-5	-2	-3	-3
32	6	8	11	-9
33	-6	-7	8	1
34	-6	-1	-3	-4
35	x	-7	3	x
36	-7	7	8	1

Quoted at random: five entries already listed.
entry	SMILES	LYPLA2 counter	PAFAH2 FP inh	EBNA-1 inh	PAFAH1B2 FP inh	PREPL inh
26	CCOC(=O)c1cc(C#N)c(N2CCN(C(=O)c3ccccc3)CC2)nc1C(F)(F)F	2	-8	0	7	6
31	Cc1sc2nc(-c3cccs3)oc(=O)c2c1C	2	63*	-14	-3	25
29	CN(CCOc1ccc(Cl)cc1)CC(O)c1ccccc1 (configuration not stated)	-3	2	-5	7	13
25	Cc1ccc(NC(=O)c2ccc(=O)[nH]n2)cc1S(=O)(=O)Nc1ccc(SC(F)F)cc1	x	5	x	-1	-3
34	COc1ccc(C2(c3ccc(OC)cc3)NC(=O)N(CC(=O)N(C)C)C2=O)cc1	1	8	-15	2	-10

entry	ZTA DNA inh	PAFAH1B3 inh	pPAFAH inh	LYPLA1 inh
26	-7	9	-1	1
31	-5	-2	-3	-3
29	4	7	2	0
25	x	7	-23	x
34	-6	-1	-3	-4

The listing continues:
entry	SMILES	LYPLA2 counter	PAFAH2 FP inh	EBNA-1 inh	PAFAH1B2 FP inh	PREPL inh
37	CCCCNC(=S)NNC(=O)c1ccc(Br)o1	-2	0	-14	5	-3
38	Cc1ccc2c(c1)=C(c1ccccc1)N(O)CC(=O)N=2	-6	2	-4	1	10
39	CSc1ccc(Cl)c(C(=O)NCCOc2ccccc2)c1	-3	-5	8	4	-23
40	O=S(=O)(NC1CCCCC1N1CCCCC1)c1ccc(Cl)cc1 (configuration not stated)	-4	-3	9	5	-60
41	Cc1cc2oc(=O)cc(CN3CCN(Cc4ccc5c(c4)OCO5)CC3)c2cc1C	11	-3	3	3	-4
42	Cc1ccc2nc(C)cc(C(=O)N/N=C/c3ccncc3)c2c1	3	-3	-15	1	1
43	Cc1nn(CC2CC2)c(=O)n1-c1ccc(C(C)C)cc1	-3	8	-5	-1	-3
44	C/C(=N\NC(=O)c1csc(C)c1C)c1ccc(Cl)s1	-6	-5	-6	6	0
45	CN(Cc1nccn1C)C(=O)CC1C(=O)NCCN1Cc1ccc(F)cc1Cl (configuration not stated)	10	1	10	-3	13
46	O=C(Nc1ccc(S(=O)(=O)N2CCCCCC2)cc1)c1ccco1	-7	-4	-1	1	-1
47	O=C(NCc1ccc2c(c1)OCO2)C1CCCN1S(=O)(=O)c1ccc(Cl)cc1 (configuration not stated)	3	1	3	1	0
48	O=C(/C(=C/O)N=Nc1ccccc1)c1ccc(Cl)cc1	2	6	-7	-4	3

entry	ZTA DNA inh	PAFAH1B3 inh	pPAFAH inh	LYPLA1 inh
37	-1	10	-2	-2
38	-3	12	0	3
39	-17	4	3	4
40	20	10	2	3
41	-10	-3	3	-1
42	5	10	-2	-3
43	-13	6	5	2
44	3	2	-4	0
45	-4	-1	3	4
46	9	4	2	-4
47	2	8	2	2
48	2	9	11	-1

Structures listed above shown as hits in PAFAH2 FP inh.
| No. | mol | PAFAH2 FP inh | EBNA-1 inh | PAFAH1B2 FP inh | PREPL inh | PAFAH1B3 inh | pPAFAH inh |
| --- | --- | --- | --- | --- | --- | --- | --- |
| 31 | Cc1sc2nc(-c3cccs3)oc(=O)c2c1C | 63* | -14 | -3 | 25 | -2 | -3 |

The results go on:
entry	SMILES	LYPLA2 counter	PAFAH2 FP inh	EBNA-1 inh	PAFAH1B2 FP inh	PREPL inh
49	Cc1c(Br)c([N+](=O)[O-])nn1CC(=O)Nc1ccc(Cc2ccncc2)cc1	59*	-1	0	11	34
50	FC(F)(F)c1cccc(N2CCN(C3CC4CCC3C4)CC2)c1 (configuration not stated)	2	-3	-3	0	12
51	C=CCNC(=O)COC(=O)c1cc(S(=O)(=O)N2CCOCC2)ccc1N1CCCCC1	2	-3	4	1	1
52	COC(=O)N/N=C(\C)c1ccco1	-7	x	1	x	-2
53	CC(C)C[C@H](NC(=O)c1nc[nH]c1C(=O)N1CCN(c2ccccc2)CC1)C(=O)OC(C)(C)C	0	2	2	4	16
54	N#CCCNC(=O)CCN1CCOCC1	-1	-1	-10	1	-4
55	Cc1ccc(CN(CC(=O)NC(C)(C)C)C(=O)CNC(=O)c2cccs2)cc1	4	-2	-3	3	5
56	Cc1ccc(CC(=O)Nc2cc(C)ccn2)cc1	0	3	-1	-5	2
57	CCOC(=O)N1CCN(C(=O)CNS(=O)(=O)c2cccs2)CC1	7	-6	-2	3	4
58	CN1C/C(=N\S(=O)(=O)c2ccccc2)N(C)C1=O	1	-1	-3	6	-12
59	Cc1snc(S(=O)(=O)/C(C#N)=N\Nc2ccccc2)c1C#N	3	14	7	4	1
60	Cc1nc(NC(C)C(=O)O)c2nc(C)oc2n1 (configuration not stated)	5	3	-1	-4	0
61	O=C(CCCn1nnnc1CN1CCOCC1)N1CCC(c2ccc(F)cc2)C1 (configuration not stated)	3	-3	-10	6	9
62	CCOC(=O)C1=C(O)C(=O)N(c2ccc(S(N)(=O)=O)cc2)C1c1ccc(Br)cc1 (configuration not stated)	2	-2	16	3	-6

entry	ZTA DNA inh	PAFAH1B3 inh	pPAFAH inh	LYPLA1 inh
49	-2	3	7	23*
50	-6	7	3	0
51	13	0	4	1
52	15	x	3	-3
53	-4	1	5	-1
54	10	10	3	-1
55	10	15	1	2
56	-12	-6	-3	-1
57	8	7	0	1
58	-20	2	-4	-1
59	1	5	4	3
60	7	-1	-1	3
61	-14	12	2	3
62	6	2	5	0
